FUS yeast rescue = suppressors of FUS proteinopathy in yeast; S. cerevisiae FUS-expressing, growth rescue, OD600, 24 h; Potency, µM (top dose mostly 76.6 µM), inactives show top-dose growth rescue (activation), usual class: activators; hit rate 0.24% among 390,000;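 further: plate controls were DMSO vehicle for no effect and reference control for full effect; nearly all actives have a fitted effect of over 55% in size; some results filed as inactive show a strong effect at the top dose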
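Yeast FUS proteinopathy model; galactose-induced FUS (2%), starting OD 0.005. Cpds in dilution series, 24hr, 30C, 99% humidity. Abs 600 nm growth. Pos ctrl CP55940 (top 92uM final); neg ctrl DMSO.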
PTHR1 ag = agonists of human PTHR1 parathyroid hormone receptor; Q03431; hit rate 0.075% among 410,000; HEK293 GP2 PTHR1 cells, GloSensor cAMP luminescence, 1 h; Potency, µM (doses to about 115 µM), for the others: at the top dose activation, usual class: activators; further: nearly all actives have a fitted effect of over 55% in size; some results filed as inactive show a strong effect at the top dose; inactives centre near -15; many of its hits are not listed in these tables
Target sequence (Q03431 whole entry, looked up): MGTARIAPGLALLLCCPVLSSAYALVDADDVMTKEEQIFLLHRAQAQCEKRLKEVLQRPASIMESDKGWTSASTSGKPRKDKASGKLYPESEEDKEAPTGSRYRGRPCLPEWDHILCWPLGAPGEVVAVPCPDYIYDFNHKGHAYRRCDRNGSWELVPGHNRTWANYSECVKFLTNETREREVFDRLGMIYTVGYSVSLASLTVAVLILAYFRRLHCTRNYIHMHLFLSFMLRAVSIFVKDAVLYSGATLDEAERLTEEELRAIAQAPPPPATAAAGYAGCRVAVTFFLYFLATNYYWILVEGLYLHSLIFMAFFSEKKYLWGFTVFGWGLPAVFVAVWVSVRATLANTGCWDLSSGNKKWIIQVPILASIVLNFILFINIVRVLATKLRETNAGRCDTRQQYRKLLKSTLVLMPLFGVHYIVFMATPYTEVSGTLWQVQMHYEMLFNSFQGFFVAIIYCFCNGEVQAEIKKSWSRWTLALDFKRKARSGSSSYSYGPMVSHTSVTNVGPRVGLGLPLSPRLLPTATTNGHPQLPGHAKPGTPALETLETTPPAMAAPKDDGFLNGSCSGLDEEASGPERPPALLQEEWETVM
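HEK-293-derived GP2 cells expressing PTHR1 and a GloSensor cAMP reporter, 3,000/well, plated overnight, given luciferin plus IBMX (each 0.5 mM as added) for 1 h at 37 °C, then compound for 1 h at 37 °C. Luminescence was read after 15 min at room temperature.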
TDP-43 yeast inh = rescues yeast growth from TDP-43 toxicity | TDP-43 expressing yeast growth rescue, BacTiter-Glo, 24 h | Potency, µM (top dose mostly 46.1 µM), for inactives: top-dose growth rescue (activation), most hits filed as activators | hit rate 1.8% among 410,000 | AID 652104; further: % of control where 0% means no effect; nearly all actives have a fitted effect of over 50% in size
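Yeast cells expressing TDP-43 under galactose induction are exposed to compounds for 24 hr at 30 deg C. BacTiter-Glo luminescence measures growth, so protective compounds score as activators.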
An asterisk follows results filed as active; i = inactive; ? = inconclusive; . = no result given; [ ] = remark or other dose. The call rests on the fitted dose curve; in most records, active means well fitted curve in the direction sought with a large enough effect; inconclusive means small, poorly fitted or top-dose-only effect, or another doubt; inactive means no such curve, though single readings can be large; an effect the other way counts as inactive or inconclusive. Potency means the concentration at half of the fitted maximal effect. An excerpt. The share of hits here may be higher or lower than overall.

SMILES	FUS yeast rescue	PTHR1 ag	TDP-43 yeast inh
COc1ccc(-n2cc(C(=O)NCCc3cc(OC)ccc3OC)c3ccccc3c2=O)cc1	35.3%	i	27.8%
Cc1ccc(CN2CCSc3ccc(C(=O)Nc4ccc(C)cc4)cc32)cc1	16.6%	-46.8%[inhibitor]	20.0%
Cc1ccc(C)c(N2CCN(C(=O)CN3C(=O)COc4ccc(S(=O)(=O)N5CCCCCC5)cc43)CC2)c1	-11.8%	7.5%	-0.6%
COc1ccc(-c2[nH]c3ccccc3c2SCCNC(=O)c2cc(OC)c(OC)c(OC)c2)cc1	?	i	18.1%
CC(=O)c1ccc(N2CCN(C(=O)C3CCN(S(=O)(=O)c4cccc5nonc45)CC3)CC2)cc1	-4.2%	-12.0%	24.5%
COc1cccc(NC(=O)c2csnn2)c1	3.8%	i	10.3%
CS(=O)(=O)N1CCc2cc(C(=O)Nc3cccc(F)c3)ccc21	-3.9%	i	16.0%
CCOc1ccccc1CNC(=O)c1cc(-c2ccc(Cl)s2)nc2ccccc12	-4.5%	-7.5%	17.1%
O=C(c1ccc2c(c1)N(Cc1ccc(F)cc1)C(=O)c1ccccc1S2=O)N1CCOCC1 (stereo not drawn)	37.8%	-8.0%	0.6%
CCOC(=O)c1ccc(NC(=O)CC2C(=O)N(c3cccc(OC)c3)C(=O)N2Cc2ccc(OC)cc2)cc1 (stereo not drawn)	?	i	5.4%
CCCOc1ccc(-c2nc3ccc(Br)cc3c(=O)o2)cc1	-18.4%	i	-12.0%
COc1ccc(NC(=O)c2oc3ccccc3c2NC(=O)Cc2coc3c(C)c(C)ccc23)cc1	-5.1%	i	15.3%
CCOC(=O)c1ccccc1NC(=O)Cn1c(=O)n(CCC(=O)N2CCc3ccccc3C2)c(=O)c2ccccc21	?	-8.3%	35.5µM*
O=C1c2oc3ccccc3c(=O)c2C(c2ccc(Br)cc2)N1c1ccccn1 (stereo not drawn)	3.3%	i	0.0%
CCOc1ccc(NC(=O)CN2CCN(CC(=O)Nc3ccc(N(CC)CC)cc3)CC2)cc1	9.8%	13.1%	18.8%
CCCc1nnc(NC(=O)c2cc(=O)c3cc(Cl)ccc3o2)s1	-16.3%	-21.1%	28.0%
O=C(NCCc1ccccc1)c1ccc(Cn2c(SCc3ccc(F)cc3)nc3cccnc32)cc1	4.1%	-21.0%	-14.6%
COc1ccc(C(CNC(=O)COc2cc(C)cc(C)c2)N2CCCCC2)cc1 (stereo not drawn)	-0.5%	i	0.1%
CCC1Oc2ccccc2N(CC(=O)NCc2cc(OC)ccc2OC)C1=O (stereo not drawn)	-25.8%	i	13.5%
CCOc1ccc(-c2cccc(NS(=O)(=O)c3ccccc3C(F)(F)F)c2)nn1	?	-50.9%[inhibitor]	?
COc1ccc(Cl)cc1NC(=O)Cn1ncc2c3ccccc3n(Cc3ccccc3)c2c1=O	-11.9%	?	12.5%
CN(C(=O)CSc1cn(CC(=O)N2CCCC2)c2ccccc12)c1ccccc1	19.8%	7.4%	15.2%
COc1ccc(C)cc1NC(=O)N1CCC(CN2CCOCC2)CC1	5.2%	i	9.6%
O=C(Nc1ccc(S(=O)(=O)N(Cc2ccccc2)c2ccccc2)cc1)c1ccc([N+](=O)[O-])cc1	-2.4%	-28.0%	10.4%
CCOC(=O)COc1ccc(/C=C(\C#N)c2nc3ccc(C)cc3[nH]2)cc1OC	29.3%	i	13.9%
COCCCNC(=O)Cn1c(=O)n(-c2cccc(C)c2)c(=O)c2c1c1cc(C)ccc1n2C	-9.6%	i	19.5%
CC1=C(C(=O)OC2CCCCCC2)C(c2cccc(Cl)c2)CC(=O)N1 (stereo not drawn)	13.6%	-70.5%[inhibitor]	-13.3%
COc1ccc(Cn2c(C(=O)O)c(CNCCc3ccccc3Cl)c3ccc(C)cc32)cc1	14.1µM*	-15.7%	?
Cc1ccc(Cl)cc1N1CCN(C(=O)CCC(=O)Nc2ccc3nc(N4CCC(C)CC4)cc(C)c3c2)CC1	0.7%	i	-2.2%
O=C(Cc1ccc(-c2ccccc2)cc1)NCCS(=O)(=O)N1CCN(c2cccc(Cl)c2)CC1	5.9%	i	21.2%

Next part, starting with the last two of the part before.
SMILES	FUS yeast rescue	PTHR1 ag	TDP-43 yeast inh
Cc1ccc(Cl)cc1N1CCN(C(=O)CCC(=O)Nc2ccc3nc(N4CCC(C)CC4)cc(C)c3c2)CC1	0.7%	i	-2.2%
O=C(Cc1ccc(-c2ccccc2)cc1)NCCS(=O)(=O)N1CCN(c2cccc(Cl)c2)CC1	5.9%	i	21.2%
CC(C)COc1ccc(C(=O)Nc2cc(-c3ccccc3)no2)cc1	0.6%	-46.4%[inhibitor]	26.9%
CN(C)CCNC(=O)c1ccc2c(c1)N(Cc1c(F)cccc1Cl)C(=O)c1ccccc1S2	26.3%	i	3.1%
COc1cc(CNCCSc2nnnn2C)ccc1OCc1c(F)cccc1Cl	-4.3%	-32.0%[inhibitor]	3.6%
Cc1ccc(-n2ncc3c(=O)n(Cc4cccc(Cl)c4)cnc32)cc1C	-18.6%	i	19.2%
CCc1ccc(C(=O)c2cn(CC(=O)Nc3ccc4c(c3)OCCO4)c3ccc(F)cc3c2=O)cc1	-2.5%	-92.8%[inhibitor]	14.0%
COc1cccc(CNC(=O)CCn2c(=O)c3cccn3c3ccc(F)cc32)c1OC	9.5%	i	2.1%
CC(C)(C)OC(=O)N1CCC(c2c(C(=O)NCc3ccc(F)cc3)cnn2-c2ccc(F)cc2)CC1	12.4%	-30.4%[inhibitor]	4.8%
CCCS(=O)(=O)NCCc1sc2nc(-c3ccc(Cl)cc3)nn2c1C	-4.7%	-46.7%[inhibitor]	?
O=c1c(=O)n(-c2ccccc2)ccn1Cc1cccc(C(F)(F)F)c1	19.7%	1.9%	14.5%
Cc1nn2c(=O)cc(COC(=O)Cc3ccccc3)nc2s1	2.2%	i	-4.0%
Cc1cccc(Cn2c(=O)n(CCCCC(=O)NCc3ccc4c(c3)OCO4)c(=O)c3ccccc32)c1	-10.0%	-33.0%[inhibitor]	27.4%
CCC(O)c1cc2c(cc1NC(=O)c1ccccc1F)OCCO2 (stereo not drawn)	-23.5%	i	7.2%[9.22 µM]
Cc1ccsc1CN(C(=O)c1ccc(Br)cc1)C1CCS(=O)(=O)C1 (stereo not drawn)	9.1%	-12.0%	17.3%
COc1cc(C2Nc3ccccc3-c3nnc(SCc4ccc(Cl)cc4)nc3O2)ccc1OCC(=O)O (stereo not drawn)	13.0%	-6.9%	34.8%
O=C(Nc1ccccc1)c1ccc2c(O)c(S(=O)(=O)c3ccc(Cl)cc3)c(=O)[nH]c2c1	-8.4%	i	12.9%

In another format: entries from further up.
Results follow in this order: FUS yeast rescue, PTHR1 ag, TDP-43 yeast inh
- O=c1c(=O)n(-c2ccccc2)ccn1Cc1cccc(C(F)(F)F)c1
 : 19.7%, 1.9%, 14.5%
- Cc1nn2c(=O)cc(COC(=O)Cc3ccccc3)nc2s1
 : 2.2%, i, -4.0%
- Cc1cccc(Cn2c(=O)n(CCCCC(=O)NCc3ccc4c(c3)OCO4)c(=O)c3ccccc32)c1
 : -10.0%, -33.0%[inhibitor], 27.4%
- CCC(O)c1cc2c(cc1NC(=O)c1ccccc1F)OCCO2 (stereo not drawn)
 : -23.5%, i, 7.2%[9.22 µM]
- Cc1ccsc1CN(C(=O)c1ccc(Br)cc1)C1CCS(=O)(=O)C1 (stereo not drawn)
 : 9.1%, -12.0%, 17.3%
- COc1cc(C2Nc3ccccc3-c3nnc(SCc4ccc(Cl)cc4)nc3O2)ccc1OCC(=O)O (stereo not drawn)
 : 13.0%, -6.9%, 34.8%

(more compounds)
SMILES	FUS yeast rescue	PTHR1 ag	TDP-43 yeast inh
COc1cc(CNCCCSc2nnnn2C)cc(Br)c1OC	-0.8%	i	20.8%
CCOc1ccc(CCNC(=O)C2CCCN(c3nnc(C)c4c(C)n(-c5ccccc5)nc34)C2)cc1 (stereo not drawn)	.	-13.9%	.
COc1ccc(N2C(=O)C(CC(=O)Nc3ccc(F)cc3)N(Cc3ccc4c(c3)OCO4)C2=O)cc1 (stereo not drawn)	18.2%	i	-2.2%
COc1cccc(CNC(=O)c2ccc(-c3nc(CSc4ccccc4)c(C)o3)cc2)c1	7.0%	i	-12.7%
CCC1CCCCN1C(=O)Cn1c(=O)n(CCCCCC(=O)NCc2ccc(F)cc2)c(=O)c2sccc21 (stereo not drawn)	?	i	7.6%
CSc1nn(Cc2cccc(F)c2)c(N(C(C)=O)C(C)=O)c1S(=O)(=O)c1ccccc1	23.0%	i	35.5µM*
COc1cccc(CNC(=O)C2CCN(c3nnc(-n4c(C)ccc4C)s3)CC2)c1OC	40.1%	23.1%	-9.9%
O=C(CN1C(=O)COc2ccc(S(=O)(=O)Nc3ccccc3)cc21)NCc1ccccc1Cl	19.9%	-2.5%	?
CCOC(=O)c1oc2c(c1C)-c1nn(Cc3ccccc3Cl)cc1CC2	-12.5%	-11.4%	9.9%
Cc1nc(-n2nc(C)c(Cc3ccccc3Cl)c2C)sc1C(=O)Nc1ccccc1F	0.2%	i	5.1%
Cc1cccc(N2CCN(c3ncnc4onc(-c5ccc(F)cc5)c34)CC2C)c1 (stereo not drawn)	41.2%	-61.7%[inhibitor]	?
Cc1nc2c(C(=O)N(C)Cc3ccccc3)c[nH]n2c(=O)c1Cc1ccc(Cl)cc1	5.1%	-30.1%	6.9%
COc1cc(Cl)c(C)cc1NC(=O)c1c(C)oc2nc(C)nc(N3CCCC3)c12	14.6%	-16.0%	-8.4%
CCOc1ccc(CNC(=O)Cn2nc(N3CCN(c4ccccc4)CC3)ccc2=O)cc1	0.4%	-64.0%[inhibitor]	3.2%
Cc1cccc(C(c2sc3nc(-c4ccco4)nn3c2O)N2CCN(c3ccccc3)CC2)c1 (stereo not drawn)	4.1%	-23.1%	?
Cc1cccc(NC(=O)c2cnn(-c3ccccc3)c2-n2cccc2)c1C	-13.9%	-23.7%	27.8%[9.22 µM]
COc1ccccc1CNC(=O)CSc1nc(-c2ccc(OC)c(OC)c2)cc(C(F)(F)F)n1	?	i	0.0%
Cn1c(=O)c2c(nc(NCCc3ccccc3)n2Cc2cccc(Br)c2)n(C)c1=O	-19.1%	-32.8%	19.4%
Cc1ccc(NC(=O)Nc2nnc(N(C)Cc3ccccc3)s2)c(C)c1	-19.0%	-10.2%	-10.1%
COc1ccc(N2CCN(C(=O)c3cnc(SC)nc3C)CC2)cc1	17.2%	-33.5%[inhibitor]	16.1%
Cc1oc(-c2cccc(Cl)c2)nc1CN1CCC(C(=O)NCCCN2CCN(c3ccccc3F)CC2)CC1	7.1%	-45.3%[inhibitor]	11.9%
Cc1cc(C)cc(NC(=O)CCc2c(C)nc3c4cccnc4nn3c2C)c1	-24.4%	6.3%	14.9%
CCc1ccc(-n2c(=O)c3c4c(sc3n(Cc3ccc(F)cc3)c2=O)CCCC4)cc1	-12.9%	i	1.5%
O=C(COCc1cc(-c2cccs2)on1)NCc1ccc(F)cc1	-12.6%	i	?
CC(C)N(Cc1nc(-c2ccc(Cl)cc2)no1)C(=O)c1ccco1	-1.6%	-15.9%	35.5µM*
Cc1ccc2ncc3c(-c4ccccc4)nn(CC(=O)NC4CCCCC4)c3c2c1	-24.3%	i	10.5%
O=C(NCC(c1cccs1)S(=O)(=O)c1cccs1)c1ccccc1 (stereo not drawn)	25.3%	i	-11.8%
Cc1ccc2c(=O)cc(C(=O)Nc3sc4c(c3C(=O)NCc3ccco3)CCC4)oc2c1C	-21.1%	-13.1%	9.3%
COc1ccc2[nH]c3c(c2c1)CCN(C(=O)c1cccc(Cl)c1)C3c1ccc(F)cc1 (stereo not drawn)	20.9%	-3.0%	?
COc1cc(NC(=O)N2CCC(CN3CCCC3)CC2)cc(OC)c1OC	?	i	10.3%
CCOC(=O)c1cc(-c2ccc(OC)cc2)n(CCC(=O)NC2CCC(C)CC2)c1C (stereo not drawn)	44.5%	i	18.6%
CC(C)OCCCn1c(SCc2cccc(Br)c2)nc2c(sc3ccccc32)c1=O	10.4%	-12.6%	5.5%
COc1ccccc1CNC(=O)C(NS(=O)(=O)c1ccc2c(c1)CCN2C(C)=O)C(C)C (stereo not drawn)	-1.4%	-4.7%	11.7%
Cc1ccc(NS(=O)(=O)c2ccc3c(c2)[C@H]2C=CC[C@H]2[C@@H](c2ccc(F)cc2)N3)cc1C	?	-28.9%	5.1%[9.22 µM]
CCN1CCN(C(c2ccc(C)cc2)c2c(O)cc(C)n(Cc3ccco3)c2=O)CC1 (stereo not drawn)	4.7%	-4.3%	3.1%
Cc1cccc(Cn2nc(C)n3c(cc4cc(C)ccc43)c2=O)c1	6.2%	-18.3%	4.6%
CC1=Nc2cc(C(=O)NCc3ccc(C)cc3)ccc2Sc2ccc(Cl)cc21	?	i	21.4%

Copied from the list.
PTHR1 ag result of COc1ccc(N2CCN(C(=O)c3cnc(SC)nc3C)CC2)cc1 reads -33.5%[inhibitor]
PTHR1 ag result of CCCS(=O)(=O)NCCc1sc2nc(-c3ccc(Cl)cc3)nn2c1C reads -46.7%[inhibitor]
